# NPYLR7 ag: activates Aedes aegypti NPYLR7 receptor. 270,000 compounds, 0.15% hits. HEK293T NPYLR7/Galpha15, GCaMP6s calcium fluorescence. activation, % at 10 µM. AID 1259423; in the data active = activation above about 40%;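 also: 0% = vehicle and 100% = reference agonist at the receptor; some compounds past the cut are filed as inactive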
# hcGAS inh: blocks human cGAS activity; Q8N884; recombinant h-cGAS, ATP depletion, Kinase-Glo luminescence; inhibition, % at 12.5 µM; 290,000 compounds, 0.081% hits;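 also: 0% = vehicle reaction and 100% = reaction without DNA for no activity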
# Target sequence (Q8N884 whole entry, looked up): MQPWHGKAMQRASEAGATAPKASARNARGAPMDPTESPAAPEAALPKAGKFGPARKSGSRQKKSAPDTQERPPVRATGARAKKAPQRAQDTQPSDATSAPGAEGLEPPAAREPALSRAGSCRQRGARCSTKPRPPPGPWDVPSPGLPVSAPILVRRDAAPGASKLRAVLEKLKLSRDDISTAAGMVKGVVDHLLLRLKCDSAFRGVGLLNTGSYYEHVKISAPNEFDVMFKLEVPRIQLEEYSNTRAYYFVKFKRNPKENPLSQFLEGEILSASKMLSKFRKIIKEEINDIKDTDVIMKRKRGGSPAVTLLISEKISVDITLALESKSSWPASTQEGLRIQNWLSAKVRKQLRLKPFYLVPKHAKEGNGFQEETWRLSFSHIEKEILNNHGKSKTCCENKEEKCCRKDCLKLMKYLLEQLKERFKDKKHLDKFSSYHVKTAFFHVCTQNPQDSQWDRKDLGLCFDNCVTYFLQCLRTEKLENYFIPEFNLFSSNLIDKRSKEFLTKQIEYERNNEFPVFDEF
# mcGAS inh: mouse cGAS inhibition by luminescence; recombinant cGAS, Kinase-Glo ATP depletion luminescence; inhibition, % at 12.5 µM; 160,000 compounds, 0.15% hits; AID 1259399;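 also: 0% = negative control wells and 100% = reference inhibitor with no enzyme activity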
# Active calls of the source: *; / = not tested or not shown; & = joins results of further samples. Rule as the data show it, unless noted: active = inhibition above about 40%; inactive = the rest.
SMILES,NPYLR7 ag,hcGAS inh,mcGAS inh
c1ccc(OCCn2ccnc2C2CCOC2)cc1 (stereo not given),-2,0,/
CCc1cnc2c(c1SCC#N)c(=O)n(C)c(=O)n2C,-8,-1,-2
CC(SCc1ccco1)C(=O)Nc1cccc(S(N)(=O)=O)c1 (stereo not given),1,-11,/
COc1ccc(NC(=O)c2sc(=O)n(Cc3ccccc3C#N)c2C)cc1OC,2,-4,/
Cn1cccc1C=NN1CCN(Cc2ccccc2)CC1,-2,-1,0
CN1C(=O)C(C)(C)ON=C1c1ccc(C(F)(F)F)cc1,7,-7,/
Cc1cccc(C2c3cccn3-c3ccccc3N2C(=O)CN(C(=O)c2cc(Cl)cc(Cl)c2)C2CC2)c1 (stereo not given),-7,-2,-5
Nc1ccc2oc(CCc3nc4cc(N)ccc4o3)nc2c1,-1,-8,-5
CC(C)COC(=NCCCc1ccccc1)NC(=O)c1cccs1,9,-9,-7
Nc1ccc2c(c1)OCCO2,2,-1,/
C=C(C)CN1CCN(c2cc(C)nc3c(-c4ccccc4Cl)c(C)nn23)CC1,2,3,-5
O=S(=O)(NCCNc1ccc(Nc2cccnc2)nn1)c1cccc(C(F)(F)F)c1,1,-5,-8
O=c1oc2ccc3ccccc3c2cc1-c1csc(Nc2ccc(Cl)cc2Cl)n1,-2,-2,-3
CCN(CCn1cccn1)C(=O)c1noc2c1CCCC2,0,-2,-21
Cc1ccc(-n2nnnc2CNC(=O)CC(c2ccccc2)c2ccccc2)cc1,-13,10,4
O=C(CSc1nnc(-c2ccc(F)cc2)o1)c1ccc(F)cc1,6,-4,-8
Cc1cc(O)c(C(C)C)cc1NC(=O)c1ccsc1,1,-5,-10
COc1ccc(C(=O)Nc2c(N)nc(SCC(=O)N3CCCCCC3)[nH]c2=O)cc1,-6,1,0
Cc1ccc(-c2noc(CCc3nccs3)n2)cc1F,3,-3,/
COc1ccc(-c2nn(-c3ccccc3C)cc2CN(C)CCc2cnn(C)c2)cc1F,-6,-8,/
O=C(Nc1ccc(Oc2ccccc2)cc1C(F)(F)F)C1CCCO1 (stereo not given),5,-9,/
CCOC(=O)c1nc2cc(Cl)c(Cl)cc2nc1N1CCCN(C(=O)c2cc(OC)c(OC)c(OC)c2)CC1,5,-2,-4
c1ccc(OCc2noc(CN3CCC(c4nc5ccccc5o4)CC3)n2)cc1,-1,-8,/
COc1ccccc1N1CCN(c2ccc(NC(=O)c3ccc(Cl)cc3Cl)cc2C(=O)NCC2CCCO2)CC1 (stereo not given),9,0,-4
CC(O)(c1ccccc1)c1nc(/C=C/c2ccccc2)cs1 (stereo not given),7,-7,/
Cc1cc(C(=O)CN2C(=O)NC3(CCCCCC3)C2=O)c(C)n1CC1CCCO1 (stereo not given),-1,-4,/
CN(Cc1ccccn1)c1nc2nonc2nc1N1CCCCCC1,-6,5,/
CCC1=C[C@H]2CN(C1)Cc1c([nH]c3ccccc13)[C@@](C(=O)OC)(c1cc3c(cc1OC)N(C)[C@H]1[C@@](O)(C(=O)OC)[C@H](OC(C)=O)[C@]4(CC)C=CCN5CC[C@]31[C@@H]54)C2,-8,-1,/
Cc1nc(CN(C)S(=O)(=O)c2ccc(S(=O)(=O)N(C)C)cc2)n[nH]1,10,-7,/
CNC(=O)c1cc(-c2ccccn2)n[nH]1,12,-13,/
CCc1ccc(CN(C)Cc2nc(-c3cnccn3)no2)nc1,4,-6,/
Cc1[nH]c2nc3ccccc3n2c(=O)c1CCC#N,-10,3,/
CCOCCCNC(=O)CC1C(=O)NCCN1Cc1ccc(OC)cc1F (stereo not given),8,-5,/
O=C(Cc1cccs1)OCCN=C1NS(=O)(=O)c2ccccc21,-2,-3,-6
CCCc1oncc1C(=O)N1CCCC(N(C)CCN(C)C)C1 (stereo not given),4,-10,-15
COc1cccc(C(=O)N2N=C3CCCCC3C2(O)C(F)(F)F)c1 (stereo not given),0,-5,-6
Cc1cc(-n2c(C)cc(C(=O)Cn3cnc4sc5c(c4c3=O)CCC5)c2C)no1,-2,-4,/
CCOc1ccc(-c2ccc(=O)n(CCNC(=O)c3cccc(C(F)(F)F)c3)n2)cc1,-3,-7,-10
C=CCN1CC(C(=O)N(C)Cc2nonc2C)CC1=O (stereo not given),15,-5,/
CC(C)CCC(=O)N1CCC(C2(Cc3ccc(F)cc3)NC(=O)N(CC3CCCO3)C2=O)CC1 (stereo not given),16,-8,-14

# Given tab-delimited: 14 of the compounds above
Molecule	NPYLR7 ag	hcGAS inh	mcGAS inh
CN(Cc1ccccn1)c1nc2nonc2nc1N1CCCCCC1	-6	5	/
CCC1=C[C@H]2CN(C1)Cc1c([nH]c3ccccc13)[C@@](C(=O)OC)(c1cc3c(cc1OC)N(C)[C@H]1[C@@](O)(C(=O)OC)[C@H](OC(C)=O)[C@]4(CC)C=CCN5CC[C@]31[C@@H]54)C2	-8	-1	/
Cc1nc(CN(C)S(=O)(=O)c2ccc(S(=O)(=O)N(C)C)cc2)n[nH]1	10	-7	/
CNC(=O)c1cc(-c2ccccn2)n[nH]1	12	-13	/
CCc1ccc(CN(C)Cc2nc(-c3cnccn3)no2)nc1	4	-6	/
Cc1[nH]c2nc3ccccc3n2c(=O)c1CCC#N	-10	3	/
CCOCCCNC(=O)CC1C(=O)NCCN1Cc1ccc(OC)cc1F (stereo not given)	8	-5	/
O=C(Cc1cccs1)OCCN=C1NS(=O)(=O)c2ccccc21	-2	-3	-6
CCCc1oncc1C(=O)N1CCCC(N(C)CCN(C)C)C1 (stereo not given)	4	-10	-15
COc1cccc(C(=O)N2N=C3CCCCC3C2(O)C(F)(F)F)c1 (stereo not given)	0	-5	-6
Cc1cc(-n2c(C)cc(C(=O)Cn3cnc4sc5c(c4c3=O)CCC5)c2C)no1	-2	-4	/
CCOc1ccc(-c2ccc(=O)n(CCNC(=O)c3cccc(C(F)(F)F)c3)n2)cc1	-3	-7	-10
C=CCN1CC(C(=O)N(C)Cc2nonc2C)CC1=O (stereo not given)	15	-5	/
CC(C)CCC(=O)N1CCC(C2(Cc3ccc(F)cc3)NC(=O)N(CC3CCCO3)C2=O)CC1 (stereo not given)	16	-8	-14

# (continued)
SMILES,NPYLR7 ag,hcGAS inh,mcGAS inh
Cc1cc(/C=C2\C(=O)N(c3ccc(C#N)cc3)C(=S)N2C)oc1C,27,-2,-7
CC1(C)CC2C1CCC1(C)OC1CCC2(C)O (stereo not given),-9,-1,/
CS(=O)(=O)N1CCCc2cc(C(=O)NC3CCCCCC3)ccc21,-1,-7,-6
CC(NC(=O)C1CCC1)C(=O)N(C)CCCOc1ccc(F)cc1 (stereo not given),4,-1,/
CN(Cc1ccncn1)C(=O)CC1C(=O)NCCN1Cc1cccc(C(F)(F)F)c1 (stereo not given),/,-8,-11
Cc1cc(N2C(=O)c3oc4cc(C)c(C)cc4c(=O)c3C2c2cccnc2)no1 (stereo not given),1,-5,/
FC(F)(F)c1ccccc1CN1CCCn2cccc2C1c1ccc(Cl)c(Cl)c1 (stereo not given),12,-1,-3
Cc1cccc(C)c1Cn1c(C)c(C(=O)NCC(C)C)sc1=O,11,-6,/
CN(Cc1csc(-c2ccccc2)n1)C(=O)c1cccc(-n2cnnc2)c1,-1,-5,-11
O=C(NCc1c(F)c(F)c(F)c(F)c1F)c1cc([N+](=O)[O-])cc([N+](=O)[O-])c1,-2,-9,-6
O=C(N=Nc1c(O)n(CN2CCOCC2)c2ccccc12)c1ccccc1,3,-1,2
O=C(COc1ccc(Cl)cc1Cl)NCCn1nc(-c2cccs2)ccc1=O,0,4,-7
C=C(C)CNC(=S)NN=CC1=CCC2CC1C2(C)C (stereo not given),25,-6,/
CCC[C@@H]1C[C@@H](C(=O)N[C@@H]([C@H]2O[C@H](SC)[C@H](O)[C@@H](O)[C@@H]2O)[C@@H](C)O)N(C)C1,-7&2,-3&0,-4
COc1ccc2oc(=O)c(S(=O)(=O)c3ccc(OC)c(OC)c3)cc2c1,6,-8,-4
Cc1nn2c(NC(C)C)cc(C(C)(C)C)nc2c1-c1ccccc1,-3,-2,-7
CCc1noc(C(C)Sc2nc(Cc3ccccc3)c(C)[nH]2)n1 (stereo not given),6,-4,/
c1cncc(-c2noc(-c3ccco3)n2)c1,-1,-7,-5
CCn1nnc2c(Nc3cccc(C)c3)ncnc21,8,-7,-9
CCc1nc2ccc(C(=O)Nc3ccc(OC)c(OC)c3)cn2c1N(C)C(=O)Nc1ccccc1OC,-4,-10,-4
COCCOc1nc(-c2ccc(OC)cc2)n(-c2ccc(NS(=O)(=O)c3ccc(C)cc3)cc2)n1,25,-15,-4
CC(C)CN(C)CC1(O)CCCN(CC2CCCCC2)C1=O (stereo not given),8,0,/
Cc1ccc(-c2nnc(NC(=O)CCNC(=O)C(C)(C)C)s2)cc1,8,-4,-2
COc1cc2c(cc1-c1c(-c3ccccc3)ncn1Cc1ccon1)CCC2,-1,1,-12
O=C1N(Cc2ccccn2)C(=O)C2(CCN(Cc3ccc(F)cc3F)CC2)N1CCc1ccccc1,9,-3,-16
CCOC(=O)c1scc(-c2ccc(C)cc2)c1S(=O)(=O)N1CCc2ccccc2C1,6,-4,-8
O=C(CN1CN(c2ccccc2)C2(CCN(C(=O)c3ccc(Cl)cc3Cl)CC2)C1=O)NCC1CCCO1 (stereo not given),-9,-6,-4
Cc1noc(C)c1CN1CCN2C=C(C(=O)Nc3ccc(-n4cccc4)cc3)OC2=NC1=O,-3,-11,/
CC1(C(=O)Nc2ccccc2)CCN1C(=O)c1cccc(F)c1 (stereo not given),3,-12,/
Cc1ccc(C)c(-c2csc(NC(=O)c3cc(C)on3)n2)c1,5,-5,-6
Cc1ccccc1-n1ncc(C(C)NC(=O)c2cn(C)c3ccccc3c2=O)c1C (stereo not given),1,-9,-12
CCCOC(=O)C1C(C)=NC2=C(C(=O)CC(C)(C)C2)C1c1ccc(C)o1 (stereo not given),6,-12,/
Cc1cc(C)nc(SCc2n[nH]c(=S)n2C)n1,-1,-1,-7
Cc1ccc(Nc2cc(C)nc(N3CCN(C(=O)c4cccc5ccccc45)CC3)n2)cc1,18,-5,/
Cc1ncc2c(n1)C(CC(C)C)N(CCOc1ccccc1)C2=O (stereo not given),17,0,/
CCc1noc(C)c1C(=O)N1CCCSC1=Nc1ccccc1Cl,2,-1,/
COc1ccc2cc(C(=O)Nc3cccc(C(F)(F)F)c3)c(=O)oc2c1,7,-1,/
O=C(Cc1ccccc1)N(Cc1cccnc1)c1nc2c(F)cc(F)cc2s1,-5,-5,-7
COc1ccc(CCN2C(=O)N(C)C(=O)C23CCN(Cc2nc4ccccc4s2)CC3)cc1,20,-25,-7
CCC(C)c1ccccc1NC(=O)c1ccc(=O)n(C)n1 (stereo not given),9,-15,-7
O=C(c1ccc(C(F)(F)F)cc1)C1CCCN(C(=O)CCc2ccco2)C1 (stereo not given),8,-7,/
O=[N+]([O-])C1([N+](=O)[O-])CCCc2nn(-c3ccccc3)nc21,9,-10,/
O=C(Nc1ccccc1)C(C1CCCC1)N1CCN(C(=O)c2ccc([N+](=O)[O-])cc2)CC1 (stereo not given),11,-2,-2
COc1cccc(COC(CN2CCN(C(=O)c3ccccc3OC)CC2)c2ccc(Cl)cc2)c1 (stereo not given),-11,0,2
O=C(C=Cc1ccsc1)N1CCN(S(=O)(=O)c2ccc(F)c(Cl)c2)CC1,-1,-2,-6
O=S(=O)(Oc1cccc2cccnc12)c1ccc2ccccc2c1,-2,-2,-3
CCNC(=O)[C@@]1(OCc2cccc(Cl)c2)CC(OCc2ccc(C#N)cc2)[C@H](O)[C@H](O)C1 (stereo not given in full),1,2,-3
NC(=O)c1cccc(C(=O)NN(c2ccccc2)c2ccccc2)c1,11,-2,/
CCOC(=O)C1=C(C)N=C2SCC(=O)N2C1c1cccs1 (stereo not given),14,-3,/
O=C(NCCc1csc(-c2ncccn2)n1)c1cn2c(n1)CNCC2,-3,-8,-11
O=C(NCc1ccccn1)C1COC2(CCCCC2)N1C(=O)c1ccc(F)cc1F (stereo not given),-5,-5,-3
COc1cc(C)ccc1S(=O)(=O)N1CCN2C(=O)CN(C)C(=O)C2C1 (stereo not given),11,-5,-17
COc1ccc(-c2ncc(CN3CCN(CC(C)C)C(CCO)C3)cn2)cc1 (stereo not given),5,-6,/
CC1=C(C(=O)N(C)C)C(c2ccc(C(C)(C)C)cc2)NC(=O)N1 (stereo not given),2,-7,/
Cc1ccc(C)c(S(=O)(=O)Nc2cc(-c3ccco3)nn2C2CCS(=O)(=O)C2)c1 (stereo not given),0,1,-2
COc1cc(CCC(=O)Nc2nnc(CC(C)C)s2)cc(OC)c1,12,-5,/
Cc1nn(Cc2ccccc2)c(C)c1CNC1CCCCC1,3,-9,/
CCOc1ccc(CN(C)C(C)C(=O)N2CCNC2=O)cc1 (stereo not given),9,-9,/
COCc1nc(NCCc2nc3ccccc3[nH]2)c2cnn(C)c2n1,6,-2,-16
CCOC(=O)[C@@H]1C[C@@H]1CN1CCn2nc(-c3nc4ccccc4n3C)cc2C1,0&-1,-10&-7,21

# New compounds follow
SMILES,NPYLR7 ag,hcGAS inh,mcGAS inh
Cc1ccc2nc(CN3CCCC4(CNC(=O)O4)C3)[nH]c2c1 (stereo not given),-8,0,-14
Cc1csc(NC(=O)CSc2nc(=O)n(Cc3ccco3)c3c2CCC3)n1,-2,0,-6
CC1(C(=O)NCCc2ccccn2)CCN1Cc1ccc(-c2ccccn2)cc1 (stereo not given),8,-10,/
CC(C#N)CN(C)C(=O)c1cc(S(=O)(=O)N2CCSCC2)c[nH]1 (stereo not given),5,-3,/
Cc1ccc2c(c1)CCN1C(=O)CN(C(=O)c3cnc4c(c(C)nn4C)c3Cl)CC21 (stereo not given),-4,7,1
CC(=O)Nc1nc2c(C)cc([N+](=O)[O-])cc2s1,-5,-2,0
CC(C)N(CCC#N)S(=O)(=O)c1ccc(-c2ccc([N+](=O)[O-])cc2)cc1,1,2,/
CC(C)N(CCNC(=O)c1ccc(NC(=O)c2cccs2)cc1)C(C)C,11,-9,/
